# ERK AVP block = blocks ERK signaling stimulated by vasopressin; HEK293-V1b, vasopressin-stimulated pERK AlphaScreen; Potency, µM (doses to about 57.5 µM), inactives show at the top dose activity, negative = inhibition, actives largely listed as inhibitors; 0.99% of 72,000 active; also: potency is read from the fitted curve at half-maximal effect; % is scaled to controls: 0 for no effect and ±100 for the full control effect; nearly all actives have a fitted effect of over 55% in size
#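 Phosphorylated ERK1/2 detected via AlphaScreen bead proximity in lysates of V1b-expressing HEK293 cells given 25 nM vasopressin for 5 min after 30 min compound exposure (37 °C). AC50 from Hill equation; basal DMSO 0%, vasopressin 100%.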
# FLuc inh = blocks Photinus pyralis firefly luciferase activity; P08659; purified firefly luciferase, luminescence, 8 min; Potency, µM (highest dose often 57.1 µM), inactives show at the top dose activity change, negative = inhibition, most hits filed as inhibitors; 2.2% of 72,000 active; AID 411; also: potency is read from the fitted curve at half-maximal effect; % is scaled to controls: 0 for no effect and ±100 for the full control effect; nearly all actives have a fitted effect of over 40% in size
# Target sequence (P08659 whole entry, looked up): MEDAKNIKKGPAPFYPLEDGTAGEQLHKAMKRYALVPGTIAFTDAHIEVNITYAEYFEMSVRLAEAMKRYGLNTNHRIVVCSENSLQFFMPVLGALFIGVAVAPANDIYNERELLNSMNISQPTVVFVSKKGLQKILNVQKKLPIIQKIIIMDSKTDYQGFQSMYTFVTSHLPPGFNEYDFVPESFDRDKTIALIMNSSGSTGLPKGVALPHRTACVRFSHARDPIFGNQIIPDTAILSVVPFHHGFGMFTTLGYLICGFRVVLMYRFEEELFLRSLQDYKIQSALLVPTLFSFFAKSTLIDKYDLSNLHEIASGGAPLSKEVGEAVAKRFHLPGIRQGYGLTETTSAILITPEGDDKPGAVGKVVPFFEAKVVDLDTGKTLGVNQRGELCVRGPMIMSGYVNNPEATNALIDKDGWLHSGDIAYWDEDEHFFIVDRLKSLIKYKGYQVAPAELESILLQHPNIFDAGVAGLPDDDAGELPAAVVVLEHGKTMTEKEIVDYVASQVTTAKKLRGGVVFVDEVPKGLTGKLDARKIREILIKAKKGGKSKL
#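 Here, luciferase activity is measured as luminescence following an 8 min room-temperature reaction at 10 uM ATP, pH 7.2. Every library sample is titrated.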
# HBB splicing = modulators of hemoglobin beta chain splicing. 0.06% of 65,000 active. Potency, µM (titrated, usually from 46.1 µM), without a hit: top-dose activation, usual class: activators. AID 925. HBB splicing reporter cell assay, activation; EGFP reporter with mutant IVS2-654 intron; response scale: normalised to 500 nM splice-correcting PNA; also: potency is read from the fitted curve at half-maximal effect; 0% is about no effect
#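 HeLa cells stably expressing EGFP interrupted by mutant beta-globin intron 2 (IVS2-654), 500/well in 2% FCS. Treated with compound for 2 days at 37C. Splicing correction scored as total well GFP intensity (488 nm excitation, 500-520 nm emission); 500 nM antisense PNA served as control.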
# Hsp90 Hop PPI = changes Hsp90-Hop TPR2A binding signal, up or down; AlphaScreen TPR2A-His6 binding biotin-Hsp90 C-terminal peptide; Potency, µM (doses to about 57 µM), for inactives: at the top dose activity change, negative = inhibition; 0.44% of 71,000 active; AID 595; active = well fitted curve in either direction with a large enough effect; inconclusive = small, poorly fitted or top-dose-only effect, or another doubt; also: potency is read from the fitted curve at half-maximal effect; % is scaled to controls: 0 for no effect and ±100 for the full control effect; many of its hits are not listed in these tables
# Tau filament bind = binds recombinant human tau filaments. P10636. recombinant tau filaments, thioflavin S fluorescence, 15 h; filaments grown with octadecylsulfate alongside compound. AID 596. Potency, µM (highest dose often 57.1 µM), without a hit: at the highest dose activity change, negative = inhibition. 2% of 71,000 active;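 also: potency is read from the fitted curve at half-maximal effect; % is scaled to controls: 0 for no effect and ±100 for the full control effect; actives lower thioflavin S fluorescence by blocking filaments or displacing dye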
#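 Tau 2 uM in ThS buffer dispensed; compound added; 60 uM ODS added (finals 1 uM tau, 30 uM ODS); 15 h 37 C; fluor ex450/em510.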
# HADH2 inh = HADH2 (human) dehydrogenase inhibition. Q99714. recombinant HADH2, NADH fluorescence, beta-hydroxybutyryl-CoA. Potency, µM (titrated, usually from 57.1 µM), inactives show at the highest dose activity change, negative = inhibition, hits mostly inhibitors. 3.4% of 73,000 active. AID 886; also: potency is read from the fitted curve at half-maximal effect; % is scaled to controls: 0 for no effect and ±100 for the full control effect; nearly all actives have a fitted effect of over 60% in size; many of its hits are not listed in these tables
# Target sequence (Q99714 whole entry, looked up, one chain of several): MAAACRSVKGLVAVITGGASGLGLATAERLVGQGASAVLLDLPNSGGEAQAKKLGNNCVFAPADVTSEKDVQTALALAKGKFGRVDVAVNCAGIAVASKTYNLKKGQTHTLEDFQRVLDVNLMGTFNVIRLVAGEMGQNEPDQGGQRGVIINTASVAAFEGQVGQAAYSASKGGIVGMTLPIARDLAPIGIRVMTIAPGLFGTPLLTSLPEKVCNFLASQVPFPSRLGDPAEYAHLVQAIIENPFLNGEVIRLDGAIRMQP
#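 NADH fluorescence (ex 360/em 450 nm) read every 30 s for 4 min; activity taken as last-minus-first time point difference. Enzyme 20 nM, NAD+ 1 mM, beta-hydroxybutyryl-CoA 90 uM, pH 9.0 Tris buffer.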
# DNA Pol III inh = blocks replication by bacterial DNA polymerase III holoenzyme | reconstituted DNA polymerase III holoenzyme replication, biochemical | 0.25% of 71,000 active | Potency, µM (titrated, usually from 57.1 µM), inactives show at the top dose activity change, negative = inhibition | AID 603; also: potency is read from the fitted curve at half-maximal effect; % is scaled to controls: 0 for no effect and ±100 for the full control effect
#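 Reconstituted *E. coli* holoenzyme (0.35 nM Pol III, 1 nM beta, 154 nM SSB, 2 nM primase) was preincubated with compound for 15 min at RT. Synthesis on 1.4 nM ssM13Gori ran 35 min, then was stopped with PicoGreen/EDTA and read as dsDNA fluorescence.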
# CRE-bla Fsk = alters forskolin-stimulated CRE reporter signaling in CHO cells. CHO CRE-bla reporter (cAMP response element driving beta-lactamase), forskolin EC10, beta-lactamase ratio. Potency, µM (doses to about 38.2 µM), inactives show at the top dose activity change, negative = inhibition, actives largely listed as activators. 2.5% of 71,000 active. AID 662; active = well fitted activation curve with a large enough effect in the signal ratio, with a control signal flat, not every such curve was filed as active; inconclusive = small, poorly fitted or top-dose-only effect, or effect the other way, or a change in a side signal; the % refers to the signal ratio; also: potency is read from the fitted curve at half-maximal effect; % of control where 0% means no effect
#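 Reporter-gene assay: CHO cells with beta-lactamase behind cAMP responsive elements, co-treated with compound and EC10 NKH 477 for 3 hours at 37 degrees Celsius. Activity came from the 460/530 nm CCF4 emission ratio.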
# Rhodamine fluor = compound autofluorescence in rhodamine spectral region; Rhodamine-region fluorescence, 547/598 nm, Tris buffer; hits give high values; max dye-equivalent concentration, M; 0.05% of 59,000 active; AID 594; in the data active = max dye-equivalent concentration above about 11 nM; inconclusive = between about 1.1 nM and that limit
#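 Read-out is relative fluorescence at 547 nm excitation and 598 nm emission, expressed as dye-equivalent concentration using rhodamine standards on every plate. Each compound was profiled across a concentration series after 15 min in 100 mM Tris, pH 8.0.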
# ALOX15 inhib = blocks human 15-lipoxygenase activity; purified 15hLO-1, xylenol orange hydroperoxide absorbance; P16050; AID 887; 1.4% of 74,000 active; Potency, µM (doses to about 57.1 µM), without a hit: at the highest dose activity change, negative = inhibition, hits mostly inhibitors; also: potency is read from the fitted curve at half-maximal effect; % is scaled to controls: 0 for no effect and ±100 for the full control effect; nearly all actives have a fitted effect of over 55% in size
#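 40 nM 15hLO-1 + cpd, 15 min RT; start w/ 50 uM AA (final), 6 min RT; stop/detect w/ 200 uM XO + 300 uM Fe(II) in 50 mM H2SO4, 30 min; A573/A405. Buffer 25 mM Hepes pH 7.5, 0.01% Triton X-100. No-enzyme wells as negative control.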
# Texas Red fluor = Texas Red region autofluorescence; Compound fluorescence, Texas Red channel, 547/618 nm; hits give high values; max dye-equivalent concentration, M; 0.06% of 59,000 active; AID 587; in the data active = max dye-equivalent concentration above about 10 nM; inconclusive = between about 1.1 nM and that limit
#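 qHTS profiling of intrinsic compound fluorescence; 100 mM Tris pH 8.0; 15 min RT; ex 547 / em 618 nm; response expressed as Texas Red dye-equivalent concentration from six-point plate standard.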
# * = called active by the depositor; i = inactive; ? = inconclusive; . = not tested or not shown; [ ] = remark or other dose. Unless noted, calls follow the shape of the dose curve; as a rule, active = well fitted curve in the direction sought with a large enough effect; inconclusive = small, poorly fitted or top-dose-only effect, or another doubt; inactive = no such curve, though single readings can be large; an effect the other way counts as inactive or inconclusive. Only part of the results is shown; rates above refer to the full screens.
SMILES,ERK AVP block,FLuc inh,HBB splicing,Hsp90 Hop PPI,Tau filament bind,HADH2 inh,DNA Pol III inh,CRE-bla Fsk,Rhodamine fluor,ALOX15 inhib,Texas Red fluor
Cc1cccc(-n2c(Cc3cc(=O)[nH]c(=O)[nH]3)nnc2SC(C)C)c1,.,0%,0.3%,0%,8%,4%,-5%,-3%,.,-2%,.
O=C(CSCc1ccco1)Nc1cc(C(F)(F)F)ccc1N1CCOCC1,8%,0%,-0.1%[57.5 µM],-2%,13%,-30%,-5%,2%,i,-24%,i
Cc1cc2oc(=O)cc(COC(=O)Cn3cnnn3)c2cc1C(C)C,-12%,0%,-0.2%[57.5 µM],-1%,16%,7%,-4%,9%,i,-2%,?
CCS(=O)(=O)N1CCN(C2CCC(c3ccccc3)CC2)CC1 (stereo not given),-3%,0%,.,-3%,6%,10%,-4%,-2%,i,-7%,i
COc1cc(C)c(-c2cc(C(=O)O)c(C)o2)cc1C(C)C,-25%,1%,-1.4%,5%,-8%,?,1%,?,i,-22%,i
COC(=O)c1ccccc1NC(=O)c1c(O)c2c([nH]c1=O)CCCC2,0%,-1%,-1.5%,-4%,10%,6%,-2%,0%,i,-2%,?
CCOC(=O)c1csc(Nc2nc3ccc(F)cc3s2)n1,6%,1%,2.3%,-1%,131%,1%,2%,?,i,28%,i
CN1C(=O)OC2(C)CCc3ccccc3C12C (stereo not given),-6%,2%,0.2%,4%,-3%,-3%,-4%,-2%,i,0%,i
COCCNC(=O)c1ccc(CS(=O)(=O)c2ccc(OC)cc2)o1,1%,2%,-0.2%,-4%[2.3 µM],0%,-4%,3%,2%,.,8%,.
Cc1ccccc1OCC(=O)N(Cc1nc(-c2ccccc2)no1)C(C)C,4%,-2%,-0.6%,13%,-17%,10%,-1%,-6%,i,-7%,?
O=C1NCN(c2ccccc2)C12CCN(c1nnnn1-c1ccccc1)CC2,23%,0%,.,-6%,5%,5%,-13%,6%,i,0%,i
COc1ccc(CCNC(=O)CSc2nnc(CNc3ccc(Cl)cc3)o2)cc1OC,-21%,-2%,.,-2%,0%,-6%,2%,2%,i,-8%,i
CC1(C)Oc2ccc(NC(=O)C3COc4ccccc4O3)cc2O1 (stereo not given),-6%,13µM*,0.7%,1%,-12%,0%,-1%,-21%,i,-7%,i
O=C(C1CCCO1)N1CCN(C(c2ccccc2)c2ccccc2)CC1 (stereo not given),1%,5%,0.2%,-3%,-15%,5%,-2%,-6%,.,9%,.
CC1=C(C(=O)OCc2ccccc2)C(C2CC2)NC(=O)N1CCCCCC(=O)O (stereo not given),-26%,.,-1.4%,-2%,68%,-7%,-2%,23%,.,-22%,.
CCOC(=O)N1CCN(C(=O)CN(c2ccc(Oc3ccccc3)cc2)S(C)(=O)=O)CC1,14%,1%,-1.6%[9.22 µM],-1%,-2%,3%,-3%,-10%,.,4%,.
O=C(OCC(=O)c1cccs1)c1ccccc1,9%,13µM*,1.7%,-1%,-4%,-3%,-5%,-2%,.,-4%,.
CCOC(=O)C1Cn2c(nc3c(c2=O)C(C)(CC)Cc2ccccc2-3)S1 (stereo not given),-12%,1%,-1.0%,14%,32%,?,3%,?,.,-13%,.
N=c1sccn1CC(=O)Nc1cccc(Oc2ccccc2)c1,-11%,-4%,-0.2%[57.5 µM],-6%,95%,-10%,-2%,-11%,i,3%,i
CCc1cc(C(=O)c2ccccc2OC)c(N)s1,-21%,-1%,7.5%,-13%,-22%,?,-2%,?,i,?,i

# Another view of part of the listing above:
canonical_smiles	ERK AVP block	FLuc inh	HBB splicing	Hsp90 Hop PPI	Tau filament bind	HADH2 inh	DNA Pol III inh	CRE-bla Fsk	Rhodamine fluor	ALOX15 inhib	Texas Red fluor
CC1(C)Oc2ccc(NC(=O)C3COc4ccccc4O3)cc2O1 (stereo not given)	-6%	13µM*	0.7%	1%	-12%	0%	-1%	-21%	i	-7%	i
O=C(C1CCCO1)N1CCN(C(c2ccccc2)c2ccccc2)CC1 (stereo not given)	1%	5%	0.2%	-3%	-15%	5%	-2%	-6%	.	9%	.

# The listing continues.
SMILES,ERK AVP block,FLuc inh,HBB splicing,Hsp90 Hop PPI,Tau filament bind,HADH2 inh,DNA Pol III inh,CRE-bla Fsk,Rhodamine fluor,ALOX15 inhib,Texas Red fluor
O=[N+]([O-])c1cc(Cl)c(Cl)c(Cl)c1Cl,19%,.,0.0%,-2%,-3%,-1%,-5%,?,.,-12%,.
COc1ccc(Cl)cc1N1C(=O)C2CCCN2C1c1ccc(F)c(F)c1 (stereo not given),-1%,3%,-0.9%,0%,-5%,1%,-4%,-12%,.,4%,.
O=C(NCC1COc2ccccc2O1)c1ccc(NC(=O)c2ccco2)cc1 (stereo not given),-4%,-2%,0.2%,-3%,20%,-10%,0%,2%,i,-11%,?
O=C1c2ccc(Oc3ccc4c(c3)C(=O)N(CCCO)C4=O)cc2C(=O)N1CCCO,-17%,0%,-0.7%[9.22 µM],-4%,-1%,-26%,-3%,?,.,1%,.
COc1ccc(C(c2sc3nc(C)nn3c2O)N2CCC(C(N)=O)CC2)cc1OC (stereo not given),.,-9%,-0.6%,4%,13%,11%,-2%,?,.,?,.
c1ccc(Cn2nnc3cnccc32)cc1,-20%,4%,0.0%[0.369 µM],0%,-5%,-2%,-6%,15%,i,7%,i
CCN(C(=O)COC(=O)C(Cc1ccccc1)N1C(=O)c2ccccc2C1=O)C1CCS(=O)(=O)C1 (stereo not given),-4%,0%,1.6%[1.84 µM],-2%,2%,13%,-6%,1%,i,3%,i
Cn1c(N2CCC(C(N)=O)CC2)nc2c1c(=O)n(Cc1ccc(Br)cc1)c(=O)n2C,6%,-5%,-6.4%[0.369 µM],-7%,-12%,0%,-2%,4%,i,21%,?
O=C1CC(C2CCCO2)C(=O)N1c1cccc(Cl)c1 (stereo not given),-5%,3%,-4.5%,-3%,5%,-2%,4%,-3%,.,7%,.
COC(=O)C1[C@H]2C(=O)N(Cc3cccs3)C[C@]23C=C[C@H]1O3 (stereo not given in full),37%[activator],4%,-1.4%[57.5 µM],?,-7%,3%,-9%,2%,i,-8%,i
O=c1c(-c2ccc(Cl)cc2)nc2cnc(Nc3ccccc3)nc2n1C1CC1,?,2%[11.4 µM],1.7%,0%,?,4%,1%,?,i,0%,i
Cc1ccc(CNC(=O)CCCn2c(=O)c3ccccc3n(CC(=O)NCc3ccco3)c2=O)cc1,-2%,1%,0.6%,0%,0%,7%,2%,-3%,i,-4%,i
COc1ccc(C2=NOC(C(=O)NC3CCCCC3)C2)cc1OC (stereo not given),-10%,1%,0.0%,-5%,-2%,9%,2%,?,i,-7%,i
CN1CCC(n2[nH]c(-c3ccccc3)c(Cc3ccccc3)c2=O)CC1,2%[11.5 µM],4%[11.4 µM],1.4%[9.22 µM],-2%[11 µM],2%[11.4 µM],9%[11.4 µM],-9%[11.4 µM],6%[7.6 µM],i,2%[11.4 µM],i
O=S1(=O)[C@H]([C@H]2CC3c4ccccc4C2c2ccccc23)[C@@H](N2CCCCC2)[C@@H]1c1ccccc1,16%[11.5 µM],3%[11.4 µM],6.1%[9.22 µM],-5%[11 µM],11%[11.4 µM],1%[11.4 µM],-12%[11.4 µM],-1%[7.6 µM],i,-23%[11.4 µM],i
Cc1cccc(N2C(=O)CC(N(O)c3ccccc3)C2=O)c1 (stereo not given),-2%,-1%,0.5%[57.5 µM],-1%,-6%,-5%,-7%,-12%,i,-20%,i
CSc1ncc(C(=O)O)n1-c1ccc(F)cc1,-15%,1%,-0.3%[57.5 µM],1%,4%,7%,-1%,-4%,i,18%,i
CCOC(=O)C1CC=C(Cl)CC1C(=O)Nc1nccs1 (stereo not given),-10%,-2%,-0.9%,-4%,-12%,-5%,-7%,-10%,i,1%,i
COC(=O)[C@@]1(Cc2ccc(OC)cc2)[C@H]2c3cc(C(=O)N4CCCC4)n(Cc4cc(F)cc5c4OCOC5)c3C[C@H]2CN1C(=O)c1ccccc1,-4%,.,-1.4%,-7%,38%,1%,15%,0%,.,.,.
O=S1(=O)c2cccc3cccc(c23)N1Cc1ccc(-c2nnco2)cc1,-19%,1%,-3.0%,19%,40%,-12%,-4%,?,i,-2%,?
COC(=O)c1ccc(CSc2ncnc3sc(C)c(C)c23)o1,25%,0%,0.1%,-1%,17%,-10%,-5%,?,i,-7%,i

# High-throughput results (PubChem BioAssay)
